TrxR1 substrate: rat thioredoxin reductase 1 substrate activity; Potency, µM (top dose mostly 114 µM), without a hit: at the highest dose activity change, negative = substrate turnover; purified TrxR1 substrate turnover, NADPH consumption readout; hit rate 0.01% among 390,000; O89049; also: potency is read from the fitted curve at half-maximal effect; % is scaled to controls: 0 for no effect and ±100 for the full control effect; nearly all actives have a fitted effect of over 50% in size
Target sequence (O89049 whole entry, looked up): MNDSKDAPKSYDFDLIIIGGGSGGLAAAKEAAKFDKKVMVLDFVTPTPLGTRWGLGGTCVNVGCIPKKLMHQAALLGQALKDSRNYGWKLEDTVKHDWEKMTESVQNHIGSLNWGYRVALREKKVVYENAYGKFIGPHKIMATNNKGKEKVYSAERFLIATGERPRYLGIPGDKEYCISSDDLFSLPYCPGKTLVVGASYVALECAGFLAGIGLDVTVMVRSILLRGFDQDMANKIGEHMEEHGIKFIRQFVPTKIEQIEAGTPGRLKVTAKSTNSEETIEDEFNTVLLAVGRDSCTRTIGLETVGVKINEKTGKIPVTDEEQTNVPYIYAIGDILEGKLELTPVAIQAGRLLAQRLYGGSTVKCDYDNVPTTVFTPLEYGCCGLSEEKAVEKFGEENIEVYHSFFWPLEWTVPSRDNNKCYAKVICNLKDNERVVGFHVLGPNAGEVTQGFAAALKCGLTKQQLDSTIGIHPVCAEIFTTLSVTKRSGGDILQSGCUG
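Rat TrxR1, dispensed at 90 nM, was prereduced with 400 uM NADPH (final) for 5 min at ~22 deg C, then incubated with compound 15 min before 400 uM selenite. A first-read NADPH fluorescence drop versus no-compound background flagged substrates.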
Vif-A3F inh: inhibitors of Vif-A3F interaction. AID 602313. Potency, µM (titrated, usually from 46.1 µM), for inactives: top-dose activity, negative = active. HeLa A3F-eYFP + Vif (tagged APOBEC3F with the HIV-1 protein that degrades it), YFP fluorescence increase. hit rate 0.2% among 390,000; also: potency is read from the fitted curve at half-maximal effect; % of control where 0% means no effect; nearly all actives have a fitted effect of over 65% in size
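HeLa cells stably expressing A3F-eYFP plus Vif, plated and incubated overnight at 37 deg C, then exposed to compounds overnight at 37 deg C. Blocked degradation read as raised yellow fluorescence (Ex 488/Em 500-530).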
RXFP1 agonist: activates the human relaxin receptor RXFP1. Q9HBX9. HEK293T-RXFP1 cAMP TR-FRET, 30 min; response scale: percent of porcine relaxin response, buffer zero. Potency, µM (doses to about 57.5 µM), inactives show top-dose activation, usual class: activators. hit rate 0.3% among 370,000. AID 2676; also: potency is read from the fitted curve at half-maximal effect; % is scaled to controls: 0 for no effect and ±100 for the full control effect; nearly all actives have a fitted effect of over 60% in size; many of its hits are not listed in these tables
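Agonist response is measured as cAMP accumulation in an RXFP1-transfected HEK293T line under PDE4 inhibition. Values are scaled between buffer-only and 29 nM porcine relaxin, and EC50s come from standard Hill equation fits.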
Glioma ERSR ind: induces the endoplasmic reticulum stress response in human glioma cells; Potency, µM, inactives show at the top dose activation, hits mostly activators; hit rate 0.02% among 420,000; AID 602332; U87-MG GRP78 promoter luciferase reporter, 16 h; also: potency is read from the fitted curve at half-maximal effect; series mostly up to about 76 µM; % of control where 0% means no effect; nearly all actives have a fitted effect of over 35% in size
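ERSR induction read as luciferase luminescence (Bright-Glo, 10 min at room temperature) in stably transfected human U87-MG glioma cells exposed to compounds for 16 h, using GRP78 as sensor.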
LDHA block: LDHA (human) enzyme inhibition. P00338. purified LDHA, NADH/diaphorase-resazurin fluorescence; hits give low values. AID 1347041. hit rate 0.15% among 480,000. activity change, % (values are at about 110 or 230 µM); in the data active = activity change below about -30%; inconclusive = mostly about -25% to -30%;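 also: plate controls were DMSO wells for no effect and wells without enzyme for full effect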
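LDH5 2 nM; NADH 0.06 mM, pyruvate 0.2 mM; 200 mM Tris pH 7.4, EDTA, Tween-20; 5 min RT. Detection: diaphorase 0.133 mg/mL + resazurin 37 µM, fluorescence ex540/em590 at 0 and 20 min; normalized to enzyme-free and DMSO wells.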
PI4K2A block: inhibitors of human PI4K2A | purified PI4K2A, ADP-Glo luminescence, 1 h; hits give low values | activity change, negative = inhibition, % at 76.9 µM | hit rate 0.13% among 420,000 | AID 1346378; in the data active = activity change below about -50%; inconclusive = mostly about -30% to -49%;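 also: -100% = wells without enzyme as full effect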
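In this quantitative HTS, ADP production by PI4K2A was quantified luminescently after 1 h at ambient temperature; 100 microM adenosine served as plate-quality control.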
mIDH1 inhibitor: blocks human mutant IDH1 R132H enzyme; O75874; IDH1-R132H enzyme, NADPH consumption, diaphorase/resazurin fluorescence; Potency, µM (top dose mostly 76.6 µM), without a hit: at the top dose activity change, negative = inhibition, usual class: inhibitors; hit rate 0.093% among 390,000; AID 602179; also: potency is read from the fitted curve at half-maximal effect; % is scaled to controls: 0 for no effect and ±100 for the full control effect; nearly all actives have a fitted effect of over 65% in size
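IDH1-R132H (0.5 ug/mL dispensed) in pH 7.5 Tris buffer was preincubated 30 min with compound, then given a substrate mix of 0.016 mM NADPH and 2 mM alpha-KG for 80 min at room temperature; remaining NADPH was read by diaphorase/resazurin fluorescence.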
Vif-APOBEC3G blk: inhibitors of Vif-APOBEC3G interaction; Potency, µM (series often up to 46.1 µM), for the others: top-dose activity, negative = active, usual class: inhibitors; HeLa A3G-eYFP + Vif (tagged APOBEC3G with the HIV-1 protein that degrades it), YFP fluorescence, overnight; hit rate 0.076% among 410,000;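 also: potency is read from the fitted curve at half-maximal effect; % is scaled to controls: 0 for no effect and ±100 for the full control effect; nearly all actives have a fitted effect of over 60% in size; hits raise eYFP signal because A3G escapes Vif-driven loss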
Target sequence (Q9HC16 whole entry, looked up): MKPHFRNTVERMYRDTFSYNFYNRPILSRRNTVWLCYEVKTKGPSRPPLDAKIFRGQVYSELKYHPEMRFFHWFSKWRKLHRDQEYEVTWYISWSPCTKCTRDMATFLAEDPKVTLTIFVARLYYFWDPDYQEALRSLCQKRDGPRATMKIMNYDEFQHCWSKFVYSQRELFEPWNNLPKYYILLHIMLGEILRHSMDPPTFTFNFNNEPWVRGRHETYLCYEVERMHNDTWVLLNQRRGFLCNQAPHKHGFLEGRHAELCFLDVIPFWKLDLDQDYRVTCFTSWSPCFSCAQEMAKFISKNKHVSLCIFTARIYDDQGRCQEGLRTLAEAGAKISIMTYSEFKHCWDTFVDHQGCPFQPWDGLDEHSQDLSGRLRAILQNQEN
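Read-out is eYFP fluorescence (Ex 488/Em 500-530) from Vif-expressing HeLa A3G-eYFP cells; more signal means A3G escaped Vif-mediated degradation. Cells plated overnight, compound pinned in, incubated overnight at 37 deg C.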
USP1 inh: inhibitors of human USP1/UAF1 deubiquitinase | O94782 | recombinant USP1/UAF1, Ub-Rhodamine cleavage fluorescence | Potency, µM (series often up to 57.1 µM), inactives show at the highest dose activity change, negative = inhibition, actives largely listed as inhibitors | hit rate 0.23% among 390,000 | AID 743255; also: potency is read from the fitted curve at half-maximal effect; % is scaled to controls: 0 for no effect and ±100 for the full control effect; nearly all actives have a fitted effect of over 60% in size; inactives centre near -12
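In this screen, compounds sit with the deubiquitinase complex (1nM) for 15 min at room temperature before Ub-Rho is added at 150nM final. Fluorescence rise is then followed for 6 reads every 60 seconds.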
The depositor's hits bear a star; ? = inconclusive; . = no result given; & = joins results of further samples; [ ] = dose if it differs, or a comment. Unless noted, calls follow the shape of the dose curve; as a rule, active = well fitted curve in the direction sought with a large enough effect; inconclusive = small, poorly fitted or top-dose-only effect, or another doubt; inactive = no such curve, though single readings can be large; an effect the other way counts as inactive or inconclusive.

SMILES	TrxR1 substrate	Vif-A3F inh	RXFP1 agonist	Glioma ERSR ind	LDHA block	PI4K2A block	mIDH1 inhibitor	Vif-APOBEC3G blk	USP1 inh
C[C@H](CO)N1C[C@H](C)[C@@H](CN(C)C(=O)NC2CCCCC2)Oc2ccc(NC(=O)c3ccncc3)cc2C1=O	8%	3%	.	-1%	1	-5	5%	5%	?
COC(=O)c1ccccc1NC(=O)c1sc(Cl)nc1C	8%	16%	3.0%	5%	-3	-13	3%	-1%	-18%
CC(OC(=O)c1cccc(NS(C)(=O)=O)c1)C(=O)Nc1ccc(N2CCOCC2)cc1 (configuration not stated)	-1%	-3%	-0.4%	-6%	-4	1	4%	3%	0%
CCOc1ccc(C2N(c3ccc(OC)cc3)C(=O)C3CCCN32)cc1OC (configuration not stated)	5%	-11%	-0.4%	1%	-1	-1	-5%	0%	-14%
Cc1csc(NC(=O)CCn2c(=O)oc3ccc(Cl)cc32)n1	-6%	-2%	1.0%	-1%	-1	-5	-6%	-1%	-15%
O=C(COC(=O)Cc1ccc(Cl)cc1)Nc1ccc2[nH]c(=O)[nH]c2c1	1%	-17%	1.5%	-3%	-8	-1	4%	-1%	-18%
CN(C)CCN(Cc1ccccc1)C(=O)[C@H](Cc1ccccc1)N1C(=O)c2ccccc2C1=O	2%	8%	-1.2%	-5%	-10	-2	-4%	1%	-14%
COc1ccccc1N1CCN(C(=O)CN(Cc2ccccc2)S(C)(=O)=O)CC1	0%	2%	1.7%	-5%	-9	-8	2%	2%	3%
Cc1cc(-c2nnc(SCC(=O)Nc3ccccc3C(F)(F)F)o2)c(C)n1-c1ccccc1	6%[57.1 µM]	-12%	0.0%	-5%	-6	-7	-8%	0%	-18%
c1ccc(-c2cc3c(ccc4nonc43)nn2)cc1	22%[57.1 µM]	-11%	-0.5%	0%	0	2	2%	-1%	-15%
CCN(c1cccc(C)c1)S(=O)(=O)c1csc(C(N)=O)c1	2%[57.1 µM]	5%	0.9%	-3%	-4	-2	-3%	0%	-17%
CC(C)OC(=O)c1ccc(Cn2nnc3ccccc3c2=O)cc1	-11%	?	8.1%	6%	-9	-5	10%	1%	0%
CC(OC(=O)C1=COCCO1)C(=O)NC1(C#N)CCCCC1 (configuration not stated)	9%[57.1 µM]	-5%	.	-4%	-7	2	-1%	1%	-16%
Cc1ccccc1C(=O)NNC(=O)/C=C/c1ccccc1	-2%	0%	0.2%	2%	-6	6	-1%	-1%	-15%
CCn1cc(Br)c(-c2nc3ccccc3c(=O)n2N)n1	5%	-1%	2.2%	1%	-1	2	-1%	-6%	?
Cc1cc(C(=O)c2ccccc2)c(NC(=O)CN2CCOCC2)s1	-1%	1%	0.8%	-4%	-3	-2	11%	4%	-19%
COC(=O)c1cc2sc(C)cc2n1CC(=O)Nc1cccc(SC)c1	1%	-4%	23%	-4%	-11	1	1%	1%	-9%
N/C(=N\OC(=O)CCCc1ccccc1)c1ccc([N+](=O)[O-])cc1	1%	-4%	0.7%	2%	-1	0	-2%	-3%	-22%
CCOC(=O)C1=C(C)NC(C)=C(C(=O)OCC)C1C(=O)OCC(=O)NC(C)C	7%&8%	4%&5%	2.6%	-1%&-1%	3&-1	4&4	7%&-1%	-1%&2%	-26%&-14%
CC1(C)C(=O)Nc2ccccc2N1C(=O)COC(=O)COc1ccc(C#N)cc1	-12%	3%	-0.4%	-4%	-11	3	0%	3%	-19%
Cc1ccc(S(=O)(=O)NCCc2nnc3ccc(SCc4cccc(F)c4)nn23)cc1	-4%	2%	0.7%	-2%	2	4	5%	-1%	-16%
COc1ccc(C(=O)Nc2ccc3nc(N4CCCCC4)cc(C)c3c2)c(OC)c1	3%	-19%	1.3%&0.3%	-2%	-1	1	5%	1%	-26%
CC(=O)N1CCCc2cc(S(=O)(=O)N3CCC(C(=O)NC4CCC(C)CC4)CC3)ccc21 (configuration not stated)	5%[57.1 µM]	-4%	1.0%	0%	-1	2	-9%	-1%	-12%
O=C(NCCC1=CCCCC1)C1CCC(CNc2c(N3CCCCC3)c(=O)c2=O)CC1 (configuration not stated)	2%	-1%	-3.4%	1%	-3	2	4%	0%	-17%
CC(=O)c1ccc(OCC(=O)NCc2ccc(F)cc2)cc1	4%[57.1 µM]	-5%	0.7%	5%	-15	-2	-4%	0%	-6%
COc1ccc(CCNC(=O)c2ccc(NC(=O)CC3SC(N4CCCCC4)=NC3=O)cc2)cc1OC (configuration not stated)	0%	1%	.	-2%	0	7	15%	-8%	-9%
O=c1c2c3c(sc2nc2n1CCCCC2)CCC3	9%	1%	-0.4%	4%	-6	-1	6%	-2%	-12%
CCCNC(=O)c1cc(C2CCCCN2C(=O)c2cc(F)ccc2C)on1 (configuration not stated)	.	.	.	-1%	-10	-1	.	0%	.
Cc1nc2nc(C)c(CCC(=O)N3CCN(c4ccccc4)CC3)c(C)n2n1	7%	0%	4.1%	-2%	-5	6	9%	1%	-5%
Cn1c(=O)c2c(nc(Oc3ccc(C#N)cc3)n2Cc2ccc(Cl)cc2Cl)n(C)c1=O	-6%	0%	3.7%	-4%	-3	1	8%	4%	-3%

For convenience, 11 of the compounds above.
SMILES	TrxR1 substrate	Vif-A3F inh	RXFP1 agonist	Glioma ERSR ind	LDHA block	PI4K2A block	mIDH1 inhibitor	Vif-APOBEC3G blk	USP1 inh
Cc1cc(C(=O)c2ccccc2)c(NC(=O)CN2CCOCC2)s1	-1%	1%	0.8%	-4%	-3	-2	11%	4%	-19%
COC(=O)c1cc2sc(C)cc2n1CC(=O)Nc1cccc(SC)c1	1%	-4%	23%	-4%	-11	1	1%	1%	-9%
N/C(=N\OC(=O)CCCc1ccccc1)c1ccc([N+](=O)[O-])cc1	1%	-4%	0.7%	2%	-1	0	-2%	-3%	-22%
CCOC(=O)C1=C(C)NC(C)=C(C(=O)OCC)C1C(=O)OCC(=O)NC(C)C	7%&8%	4%&5%	2.6%	-1%&-1%	3&-1	4&4	7%&-1%	-1%&2%	-26%&-14%
CC1(C)C(=O)Nc2ccccc2N1C(=O)COC(=O)COc1ccc(C#N)cc1	-12%	3%	-0.4%	-4%	-11	3	0%	3%	-19%
Cc1ccc(S(=O)(=O)NCCc2nnc3ccc(SCc4cccc(F)c4)nn23)cc1	-4%	2%	0.7%	-2%	2	4	5%	-1%	-16%
COc1ccc(C(=O)Nc2ccc3nc(N4CCCCC4)cc(C)c3c2)c(OC)c1	3%	-19%	1.3%&0.3%	-2%	-1	1	5%	1%	-26%
CC(=O)N1CCCc2cc(S(=O)(=O)N3CCC(C(=O)NC4CCC(C)CC4)CC3)ccc21 (configuration not stated)	5%[57.1 µM]	-4%	1.0%	0%	-1	2	-9%	-1%	-12%
O=C(NCCC1=CCCCC1)C1CCC(CNc2c(N3CCCCC3)c(=O)c2=O)CC1 (configuration not stated)	2%	-1%	-3.4%	1%	-3	2	4%	0%	-17%
CC(=O)c1ccc(OCC(=O)NCc2ccc(F)cc2)cc1	4%[57.1 µM]	-5%	0.7%	5%	-15	-2	-4%	0%	-6%
COc1ccc(CCNC(=O)c2ccc(NC(=O)CC3SC(N4CCCCC4)=NC3=O)cc2)cc1OC (configuration not stated)	0%	1%	.	-2%	0	7	15%	-8%	-9%

Continuation:
SMILES	TrxR1 substrate	Vif-A3F inh	RXFP1 agonist	Glioma ERSR ind	LDHA block	PI4K2A block	mIDH1 inhibitor	Vif-APOBEC3G blk	USP1 inh
Cc1ccc(-n2ncc(C(=O)NCCCN3CCN(C)CC3)c2C2CCN(C(=O)OC(C)(C)C)CC2)cc1	-1%	2%	1.2%	0%	-3	-3	-13%	2%	-3%
COc1ccccc1Nc1cc(C)nc2c(C)ccc([N+](=O)[O-])c12	-10%	-16%	4.3%	-4%	-2	0	-2%	-12%	-7%
Cc1ccc(SCC(=O)Nc2ccc(F)cc2[N+](=O)[O-])cc1C	-10%	7%	3.3%	-3%	-3	0	6%	-3%	-2%
CCN(CC)CCOC(=O)c1cccc(Br)c1	12%[57.1 µM]	0%	0.0%	-3%	-3	-2	5%	3%	-4%
CCN(CC)c1nc(Nc2ccccc2)nc(Oc2ccc(=O)[nH]n2)n1	-6%	2%	0.0%	1%	-12	1	1%	-1%	2%
CCN(CC(=O)Nc1ccc(NC(C)=O)cc1)C(=O)c1cc(S(=O)(=O)N2CCCCCC2)ccc1OC	6%[57.1 µM]	2%	1.5%	-2%	2	-1	4%	1%	-16%
CCNC1=C(Cl)C(=O)c2ccccc2C1=O	-4%	-4%	-0.4%	3%	7	-13	0%	2%	?
CC(C)(C)OC(=O)N1CCC(c2c(C(=O)NCCN3CCOCC3)cnn2-c2cccc(F)c2)CC1	-6%	2%	-2.7%	-2%	-3	-1	-1%	3%	-7%
Cc1cccc(C)c1OCC(=O)NCC1CCCO1 (configuration not stated)	8%[57.1 µM]	3%	0.2%	-2%	-2	0	3%	-1%	-7%
O=C1C=C(c2ccnc3cc(Cl)ccc23)C[C@@H](c2ccc3c(c2)OCO3)C1	1%	2%	0.9%	-5%	-7	0	-4%	2%	-20%
CN(C)c1nc(OCCNC(=O)COc2ccc(Cl)cc2Cl)nc(N(C)C)n1	4%	-1%	6.0%	-3%	-8	1	1%	0%	-16%

The list is partial; rates above refer to the full screens.
